PLK1 PBD block – qHTS for Inhibitors of PLK1-PDB (polo-like kinase 1 - polo-box domain): Primary Screen; Plk1 PBD binding of FITC phosphopeptide, fluorescence polarization; Potency, µM, inactives show max response, negative = inhibition, usual class: inhibitors; 360,000 compounds, 2.8% hits; AID 720504, 2013; note: potency is the fitted concentration of half-maximal effect; series mostly up to about 57 µM; % is set by controls: 0 for no effect and ±100 for the full control effect; nearly all actives have a fitted effect of over 65% in size
Target sequence (P53350 whole entry, looked up, the tested form may be a part): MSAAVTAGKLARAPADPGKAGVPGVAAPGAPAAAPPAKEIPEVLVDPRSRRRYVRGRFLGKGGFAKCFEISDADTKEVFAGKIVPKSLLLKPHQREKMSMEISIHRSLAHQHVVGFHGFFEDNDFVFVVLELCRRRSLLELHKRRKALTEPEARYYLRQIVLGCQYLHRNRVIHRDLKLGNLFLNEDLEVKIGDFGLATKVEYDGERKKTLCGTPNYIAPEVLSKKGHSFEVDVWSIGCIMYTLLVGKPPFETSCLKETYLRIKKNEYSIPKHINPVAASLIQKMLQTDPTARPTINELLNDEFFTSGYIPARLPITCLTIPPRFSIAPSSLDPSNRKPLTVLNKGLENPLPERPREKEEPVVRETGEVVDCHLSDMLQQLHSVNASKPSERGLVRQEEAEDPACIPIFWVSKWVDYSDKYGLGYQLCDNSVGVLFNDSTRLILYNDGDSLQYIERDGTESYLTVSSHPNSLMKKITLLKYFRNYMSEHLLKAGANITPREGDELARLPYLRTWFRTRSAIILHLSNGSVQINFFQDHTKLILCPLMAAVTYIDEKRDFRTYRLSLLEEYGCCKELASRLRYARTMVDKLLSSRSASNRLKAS
FUS suppressor – qHTS for Suppressors of FUS Proteinopathy: Primary screen using FUS-linked yeast assay; 390,000 compounds, 0.24% hits; AID 1347120, 2019; S. cerevisiae FUS-expressing, growth rescue, OD600, 24 h; Potency, µM (top dose mostly 76.6 µM), for inactives: top-dose growth rescue (activation), most hits filed as activators;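 note: potency is the fitted concentration of half-maximal effect; plate controls were DMSO vehicle for no effect and reference control for full effect; nearly all actives have a fitted effect of over 55% in size; some results filed as inactive show a strong effect at the top dose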
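Steps: raffinose overnight preculture; dilution to OD 0.005 in 2% galactose minimal medium; compound addition (concentration series); 24hr at 30C, 99% humidity; absorbance read at 600 nm.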
WRN inhibitor – qHTS for Inhibitors of WRN Helicase; Bifunctional 3'-5' exonuclease/ATP-dependent helicase WRN (Homo sapiens), Q14191; WRN helicase unwinding, fluorescent forked duplex, kinetic; Potency, µM (series often up to 114 µM), for the others: top-dose activity change, negative = inhibition, hits mostly inhibitors; 360,000 compounds, 0.46% hits; AID 651768, 2012; note: potency is the fitted concentration of half-maximal effect; % is set by controls: 0 for no effect and ±100 for the full control effect; nearly all actives have a fitted effect of over 55% in size
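Enzyme (20 nM final) and test compound sit together 15 min at room temperature before substrate addition. Substrate is a single-forked duplex oligonucleotide (100 nM) labelled with fluorophore and quencher, with 2 mM ATP; helicase unwinding raises red fluorescence, read kinetically.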
Abeta rescue – qHTS for compounds that reverse cellular toxicity of Amyloid beta (A-beta) peptide in yeast: Primary Screen | yeast expressing A-beta42, growth rescue, OD600, 48 h; response scale: 0% DMSO, 100% iron-clioquinol control | Potency, µM (highest dose often 46.1 µM), without a hit: at the highest dose growth rescue, hits mostly activators | 410,000 compounds, 0.063% hits | AID 1347071, 2019; note: potency is the fitted concentration of half-maximal effect; nearly all actives have a fitted effect of over 55% in size
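Growth rescue measured by 600 nm absorbance after 48 h yeast culture at 30 C with compound. Values normalized between DMSO and an equimolar ferric chloride plus clioquinol control.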
PI5P4K alpha inh – qHTS for Inhibitors of phosphatidylinositol 5-phosphate 4-kinase (PI5P4K); Phosphatidylinositol 5-phosphate 4-kinase type-2 alpha (Homo sapiens), P48426; PI5P4Kalpha enzyme, ADP-Glo luminescence, 60 min; stronger effect = lower value; max response, %; 330,000 compounds, 1.2% hits; AID 652105, 2013; active = max response of -50% or lower; inconclusive = between -30% and -50%; inactive = -30% or higher; note: value at the top dose of about 77 µM; % is set by controls: 0 for no effect and ±100 for the full control effect
Target sequence (P48426 whole entry, looked up): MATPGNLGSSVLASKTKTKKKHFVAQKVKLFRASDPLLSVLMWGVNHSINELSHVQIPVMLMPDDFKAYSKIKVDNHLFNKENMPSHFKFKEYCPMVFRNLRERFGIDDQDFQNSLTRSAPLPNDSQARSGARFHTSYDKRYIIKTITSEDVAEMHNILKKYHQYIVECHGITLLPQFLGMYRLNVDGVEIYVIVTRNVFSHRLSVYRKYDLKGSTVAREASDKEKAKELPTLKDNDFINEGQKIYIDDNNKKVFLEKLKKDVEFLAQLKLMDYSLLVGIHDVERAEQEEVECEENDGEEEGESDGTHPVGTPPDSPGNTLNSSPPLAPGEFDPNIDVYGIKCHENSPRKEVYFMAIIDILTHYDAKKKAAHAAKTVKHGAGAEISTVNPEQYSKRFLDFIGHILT
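Quantitative HTS of the MLSMR library against PI5P4Kalpha with substrate. ATP added last at 5 microM final; room temperature, 60 minutes. Remaining ATP depleted, ADP converted and read as luminescence.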
EPAC1 antagonist – qHTS for Antagonist of cAMP-regulated guanine nucleotide exchange factor 3 (EPAC1): primary screen | 360,000 compounds, 0.14% hits | Potency, µM (series often up to 115 µM), without a hit: at the highest dose activity change, negative = inhibition, usual class: inhibitors | Rap guanine nucleotide exchange factor 3 (Homo sapiens), O95398 | EPAC1 GEF assay, Rap1b-BODIPY-GDP exchange fluorescence;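 note: potency is the fitted concentration of half-maximal effect; plate controls were vehicle for no effect and positive control for full effect; nearly all actives have a fitted effect of over 50% in size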
EPAC1 agonist – qHTS for Agonist of cAMP-regulated guanine nucleotide exchange factor 3 (EPAC1): primary screen; Rap guanine nucleotide exchange factor 3 (Homo sapiens), O95398; EPAC1 agonist qHTS, biochemical assay; response scale: 100% = response to 6.5 mM cAMP; Potency, µM (doses to about 154 µM), for the others: at the highest dose activation, usual class: activators; 360,000 compounds, 0.073% hits; AID 720707, 2013; note: potency is the fitted concentration of half-maximal effect; nearly all actives have a fitted effect of over 60% in size
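EPAC1 100 nM, Rap1B–BODIPY-GDP 250 nM, unlabeled GDP 50 uM; compound titration; 5 min RT; kinetic read ex480/em540 at 5-min intervals ×30 min; data normalized to 6.5 mM cAMP agonist control.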
IL-2 act – qHTS of IL-2 Activators; IL-2 activation reporter assay, cell-based qHTS; stimulated with anti-CD3/CD4/CD28 beads; in transgenic mouse T cells; 360,000 compounds, 0.065% hits; activation, % (series mostly up to about 46 µM); in the data active = activation above about 50%; inconclusive = mostly about 30% to 49%; note: 0% is about no effect
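Unstimulated transgenic mouse T cells, 750 per well, received compound and, after 60 minutes, anti-CD3/anti-CD4 bead plus anti-CD28 stimulation. EGFP and DsRed were quantified after 18 hours.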
* hit, by the source's call; ? = inconclusive; . = not tested or not shown; [ ] = another dose, or the depositor's remark. Unless noted, calls come from the whole dose curve; as a rule, active = well fitted curve in the direction sought with a large enough effect; inconclusive = small, poorly fitted or top-dose-only effect, or another doubt; inactive = no such curve, though single readings can be large; an effect the other way counts as inactive or inconclusive.

Compound	PLK1 PBD block	FUS suppressor	WRN inhibitor	Abeta rescue	PI5P4K alpha inh	EPAC1 antagonist	EPAC1 agonist	IL-2 act
COc1nc(Oc2ccc(=O)[nH]n2)nc(N2CCOCC2)n1	-7%	8%	-1%	8%	.	9%	-5%	4.6
COCCn1c(-c2ccc(Cl)cc2)nc2oc3cc(OC)ccc3c(=O)c2c1=O	-1%	9%	0%	9%	3	-4%	7%	0.1
COc1ccc(OCc2nc3c4cc(OC)c(OC)cc4nc(=S)n3[nH]2)cc1	-8%	16%	?	-7%	1	1%	-15%	-1.0
Cc1ccc(OCCNC(=O)/C=C/c2ccco2)cc1C	-27%	-9%	-2%	-18%	-30	-3%	-1%	0.5
O=C(CSc1ccc(Cl)cc1)Nc1nnc(-c2ccco2)o1	-7%	-30%	-6%	-1%	-11	8%	3%	-4.1
O=C(O)c1ccc(NC(=O)c2cccc(C(=O)Nc3ccc(C(=O)O)cc3)n2)cc1	-11%	-4%	-2%	-22%	?	22%	-11%	0.5
CC1(C)Cc2c(c(N3CCOCC3)nc3sc(C(=O)Nc4cccc(Cl)c4)c(N)c23)CO1	?	3%	-3%[57.1 µM]	-2%	-4	-2%	10%	-2.5
O=C(Nc1c[nH]c(=O)[nH]c1=O)c1ccccc1Cl	3%	-2%	-2%	17%	1	-23%	6%	-0.3
Cc1ccc(NC(=O)COc2ccc(Cl)cc2Cl)cc1S(=O)(=O)N1CCOCC1	2%	25%	-7%	18%	9	-9%	5%	-5.4
O=C(Nc1nc2c(F)cc(F)cc2s1)C1COc2ccccc2O1 (stereo unspecified)	-28%	5%	-9%	3%	-28	-23%	16%	1.3

Compound profiles (already shown):
COCCn1c(-c2ccc(Cl)cc2)nc2oc3cc(OC)ccc3c(=O)c2c1=O in the list: PLK1 PBD block: -1%; FUS suppressor: 9%; WRN inhibitor: 0%; Abeta rescue: 9%; PI5P4K alpha inh: 3; EPAC1 antagonist: -4%; EPAC1 agonist: 7%; IL-2 act: 0.1
CC1(C)Cc2c(c(N3CCOCC3)nc3sc(C(=O)Nc4cccc(Cl)c4)c(N)c23)CO1 in the list: PLK1 PBD block: ?; FUS suppressor: 3%; WRN inhibitor: -3%[57.1 µM]; Abeta rescue: -2%; PI5P4K alpha inh: -4; EPAC1 antagonist: -2%; EPAC1 agonist: 10%; IL-2 act: -2.5

The main list resumes, starting 3 compounds before the break.
Compound	PLK1 PBD block	FUS suppressor	WRN inhibitor	Abeta rescue	PI5P4K alpha inh	EPAC1 antagonist	EPAC1 agonist	IL-2 act
O=C(Nc1c[nH]c(=O)[nH]c1=O)c1ccccc1Cl	3%	-2%	-2%	17%	1	-23%	6%	-0.3
Cc1ccc(NC(=O)COc2ccc(Cl)cc2Cl)cc1S(=O)(=O)N1CCOCC1	2%	25%	-7%	18%	9	-9%	5%	-5.4
O=C(Nc1nc2c(F)cc(F)cc2s1)C1COc2ccccc2O1 (stereo unspecified)	-28%	5%	-9%	3%	-28	-23%	16%	1.3
Cc1ccc(-n2nc(C)c(C3(O)C(=O)N(C)c4ccccc43)c2N)cc1 (stereo unspecified)	7%	-5%	0%	15%	0	-22%	5%	0.0
CC1(C)Cc2c(sc(NC(=O)Nc3ccccc3)c2C(N)=O)CO1	-1%	1%	2%	-15%	-6	-16%	0%	1.1
COc1ccc(-n2c(CNC(=O)COc3ccccc3)n[nH]c2=S)cc1	-1%	-8%	5%	-3%	3	16%	6%	-1.2
O=C(c1ccc(Cn2c(=O)[nH]c3ccsc3c2=O)cc1)N1CCN(c2ccccc2)CC1	-6%	-10%	6%	-2%	-5	-25%	-2%	-0.6
C[C@H](O)C#Cc1cnc2c(c1)C(=O)N([C@H](C)CO)C[C@@H](C)[C@@H](CN(C)Cc1ccc(-c3ccccc3)cc1)O2	-27%	7%	-1%	-3%	0	-4%	-12%	-1.5
COc1cc(=O)n2c(-c3ccccc3)csc2n1	?	-3%	-6%	10%	-3	5%	-2%	1.1
Cc1cccc(-c2noc(CNC(=O)c3ccc4c(c3)OCO4)n2)c1	4%	9%	-6%	10%	2	-17%	4%	0.2
O=c1c2cccnc2[nH]c(=S)n1CCC1=CCCCC1	-11%	9%	-5%	17%	0	-4%	0%	-0.2
O=C(C[n+]1cccc2ccccc21)c1ccc(Br)cc1	-17%	7%	-1%	2%	-9	-12%	2%	2.2
CCOc1ccc(NS(=O)(=O)c2cc(NC(=O)CCC(=O)c3cccs3)ccc2Cl)cc1	7%	18%	-14%	-17%	0	-18%	2%	-1.5
O=[N+]([O-])c1ccc(CSc2nc3ncc(Br)cc3[nH]2)cc1	-7%	-1%	-1%	-1%	-3	-4%	2%	-0.5
COCCNC(=O)C(=O)N/N=C/c1cccs1	-5%	-33%	-20%	8%	0	-5%	5%	3.6
CCN1CCC2(CCN(C(=O)c3cc(COc4cc(C)ccc4C)on3)C2)C1 (stereo unspecified)	-14%	19%	3%	1%	1	9%	11%	1.4
COc1ccc(Cl)cc1S(=O)(=O)Oc1ccc(NC(C)=O)cc1	-14%	19%	-11%	4%	4	-2%	-8%	-0.4
COC(=O)[C@@]12CCCN1[C@H](c1ccc(-c3ccc4c(c3)OCO4)c(OC)c1)[C@H]1C(=O)N(C)C(=O)[C@H]12	-6%	?	0%	2%	0	-19%	5%	-0.4
CCOC(=O)CSC1=C(C#N)C(=O)NC(c2ccc(OC)cc2)S1 (stereo unspecified)	12µM*	14%	-2%	-12%	-63*	-2%	-5%	4.1
O=C(Nc1ccc(C(=O)O)cc1)Nc1cccc([N+](=O)[O-])c1	-11%	-19%	-11%	-4%	?	12%	-6%	-1.0
O=S(=O)(NCC1CCCO1)c1cc(Br)c(Br)s1 (stereo unspecified)	-12%	-5%	-3%	18%	-6	3%	-3%	0.0
COc1cc(SC)ccc1C(=O)OC(C)C(=O)Nc1ccc(NC(C)=O)cc1 (stereo unspecified)	-2%	4%	-5%	-5%	1	-23%	5%	-3.8
COc1ccc(NC(=O)CSc2nncs2)cc1S(N)(=O)=O	-26%	-6%	6%	0%	-4	1%	3%	0.8
O=C1O[C@@H](c2ccc(O)cc2)Cc2cccc(O)c21	-12%	3%	-2%	21%	2	-6%	12%	0.1
CCn1c(C)nc2cc(C(=O)N/N=C/c3ccccc3)ccc21	-27%	12%	-1%	5%	3	-5%	11%	1.3
Cc1ccc(C(=O)N/C(=C\c2ccco2)C(=O)NCCCn2ccnc2)cc1C	-3%	6%	0%[57.1 µM]	-8%	.	1%	-3%	-1.4
COc1ccc(OC(=O)COc2ccc(C)cc2)cc1	-10%	-11%	-6%	-4%	3	-11%	-12%	-0.8
CNC(=O)Cn1nc(-c2ccc(C)cc2)c2ccccc2c1=O	12µM*	9%	-30%	-13%	-15	-19%	2%	-0.6
COc1cccc(-c2ccc(SCC(=O)N3CCN(c4ccccc4)CC3)nn2)c1	0%	-20%	-15%	-4%	-3	12%	-2%	-5.8
COc1ccc(-c2noc(CCCCC(=O)N3CCN(c4cc(C)ccc4C)CC3)n2)cc1	1%	38%	-6%	5%	24	-11%	7%	-0.9
Cc1ccc(N2C(=O)N(CC(=O)Nc3cccc([N+](=O)[O-])c3C)C(=O)C2C)cc1 (stereo unspecified)	-8%	19%	4%	4%	-1	-19%	7%	0.5
COC(=O)c1ccc(CSc2nnc(NC(C)C)s2)o1	-5%	5%	1%	-7%	-8	-1%	3%	0.4
Cc1ccc(NS(=O)(=O)c2ccc(OCC(=O)NCc3ccccn3)cc2)cc1	2%	.	-15%	0%	5	-7%	-10%	-3.8
CCOc1ccc2[nH]c(=O)c(CN(Cc3ccco3)Cc3nnnn3Cc3ccccc3)cc2c1	-7%	29%	-19%	13%	.	-4%	-2%	-1.2
CC(=O)C1=C(O)C(=O)N(c2ccc(Br)cc2)C1c1ccc(Cl)cc1 (stereo unspecified)	-19%	40%	0%	-16%	-2	-4%	2%	-0.4
Cc1nn(CC(=O)N2c3ccccc3NC(=O)C2(C)C)c(C)c1[N+](=O)[O-]	6%	-29%	-4%	9%	6	-9%	-9%	-1.1
CCN(CC)CCNC(=O)c1cc(Br)c(N)cc1OC	-4%	-32%	-1%	0%	-6	1%	-19%	1.0
Cn1nnnc1SCC(=O)N1CCCCC1	-6%	1%	10%	-7%	-1	-2%	7%	-0.3
COC(=O)c1cc(=O)n(Cc2ccc3c(c2)OCO3)c(=Nc2ccc(F)c(Cl)c2)s1	1%	-10%	10%	3%	9	11%	5%	-0.5
CCOC(=O)[C@]12CCCC=C1N(Cc1ccco1)C(=O)[C@H](CC(=O)N1CCCCC1)C2	-7%	0%	4%	-7%	0	-14%	-6%	-0.7
CS(=O)(=O)Nc1ccc(C2=NN(C(=O)c3ccco3)C(c3ccccc3F)C2)cc1 (stereo unspecified)	-10%	.	-26%	8%	?	-15%	-4%	-3.7
O=C(COC(=O)/C=C/c1cccc(C(F)(F)F)c1)NCc1ccco1	-6%	-2%	-5%	-13%	-1	-14%	-5%	2.1
Cc1cccc(OCCCCc2c(C)n[nH]c2C)c1	2%	20%	-7%	13%	.	-1%	4%	0.8
COc1ccc(CC(=O)Nc2cccnc2)cc1	-8%	5%	1%	-1%	6	-26%	6%	-0.4
Cc1ccccc1NC(=O)CN1C(=O)N/C(=C\c2ccccc2OCc2ccc(C(=O)O)cc2)C1=O	30µM*	33%	-19%[11.6 µM]	-4%	?	?	11%	-2.2
